697 NFkB inh: inhibitors of the PMA/ionomycin-induced NF-kB reporter in 697 B cells. 697 B-cell NF-kB luciferase reporter, 16 h. 330,000 tested, 0.33% active. inhibition, % at 4 µM. AID 435022; in the data active = inhibition above about 35%
SENP8 block: inhibitors of human SENP8 protease. Q96LD8. purified SENP8, Z-RLRGG-aminoluciferin cleavage, luminescence. inhibition, % at 10 µM. 330,000 tested, 1.2% active
Apaf-1 inh: inhibitors of human Apaf-1 apoptosome; O14727; reconstituted apoptosome caspase-3 activity, DEVD-Rh110 fluorescence; inhibition, % at 20 µM; 330,000 tested, 0.71% active; AID 489030; active = inhibition of at least 40% at 20 µM;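 also: plate controls were DMSO wells for no effect and DEVD-CHO caspase inhibitor wells for full effect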
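Material: reconstituted apoptosome with Apaf-1, cytochrome c, caspase-9, procaspase-3, dATP. Technique: Rh110 fluorescence intensity. Buffer or medium: pH 7.5 Hepes buffer with CHAPS, BSA, DTT. Times: 30 min plus 50 min, RT.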
Jurkat NFkB inh: inhibitors of the PMA/ionomycin-induced NF-kB reporter in Jurkat cells; PMA/ionomycin-induced NF-kB luciferase reporter, luminescence; 330,000 tested, 0.53% active; inhibition, % at 4 µM
UBC13 polyUb: human UBC13 polyubiquitination inhibition; UBC13 polyubiquitin chain formation, TR-FRET; 330,000 tested, 0.47% active; AID 485273; inhibition, % at 20 µM; P61088; in the data active = inhibition above about 45%, passing the limit was not always enough; inconclusive = no clear call, values can overlap the other calls
Target sequence (P61088 whole entry, looked up): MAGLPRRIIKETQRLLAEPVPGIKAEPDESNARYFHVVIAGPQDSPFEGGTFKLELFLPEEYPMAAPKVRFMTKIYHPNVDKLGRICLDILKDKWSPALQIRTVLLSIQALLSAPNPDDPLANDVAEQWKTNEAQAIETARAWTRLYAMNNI
Gli-Sufu antag: antagonists of Gli-Sufu signaling; Sufu-KO-LIGHT fibroblasts, Gli luciferase reporter luminescence; inhibition, % at 5 µM; 340,000 tested, 0.74% active; AID 588413;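 active = inhibition above about 55%, limit read from the data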;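 also: 0% = DMSO-treated cells and 100% = wells with medium but no cells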
CCR6 antag: antagonists of human CCR6 receptor. P51684. CHO-K1 CCR6 PathHunter beta-arrestin, luminescence, CCL20-stimulated. inhibition, % at 20 µM. 340,000 tested, 0.49% active;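 active = compounds whose inhibition of the agonist-driven luminescence signal at 20 µM reaches about 50%, limit read from the data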;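 also: cells stimulated with CCL20 at 14 nM final; plate controls were DMSO with CCL20 for no effect and DMSO without agonist for full effect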
Target sequence (P51684 whole entry, looked up): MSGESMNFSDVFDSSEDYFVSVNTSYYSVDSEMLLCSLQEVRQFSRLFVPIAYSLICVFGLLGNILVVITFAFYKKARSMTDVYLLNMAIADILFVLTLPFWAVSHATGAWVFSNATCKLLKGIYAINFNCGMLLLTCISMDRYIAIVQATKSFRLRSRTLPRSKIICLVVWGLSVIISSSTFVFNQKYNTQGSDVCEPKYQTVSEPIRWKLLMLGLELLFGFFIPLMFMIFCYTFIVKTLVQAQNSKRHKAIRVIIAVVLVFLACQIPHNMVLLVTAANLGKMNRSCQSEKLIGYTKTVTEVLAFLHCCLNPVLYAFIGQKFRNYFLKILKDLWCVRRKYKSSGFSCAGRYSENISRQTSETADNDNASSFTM
EBI2 block: blocks human EBI2 receptor beta-arrestin signaling; EBI2 beta-arrestin recruitment, luminescence, 7a,25-OHC stimulated; inhibition, % at 5 µM; 360,000 tested, 0.81% active; in the data active = inhibition above about 38%;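 also: enzyme fragment complementation signal reports receptor beta-arrestin coupling in cells; 0% = agonist plus DMSO wells and 100% = wells without agonist; some results beyond the cut were filed as inactive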
Target sequence (P32249 whole entry, looked up, the tested form may be a part): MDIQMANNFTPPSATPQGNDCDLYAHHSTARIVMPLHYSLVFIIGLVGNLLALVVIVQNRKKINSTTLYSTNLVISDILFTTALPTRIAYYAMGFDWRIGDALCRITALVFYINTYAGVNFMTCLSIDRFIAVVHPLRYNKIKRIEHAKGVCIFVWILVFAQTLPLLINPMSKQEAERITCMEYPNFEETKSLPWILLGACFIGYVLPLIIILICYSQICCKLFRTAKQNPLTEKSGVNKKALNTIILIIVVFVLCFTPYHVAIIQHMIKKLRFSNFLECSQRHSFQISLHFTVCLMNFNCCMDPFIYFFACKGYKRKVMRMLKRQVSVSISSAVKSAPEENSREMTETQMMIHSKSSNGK
Numbers without * were called inactive; ? = inconclusive; · = no result given. Rule as the data show it, unless noted: active = inhibition above about 50%; inactive = the rest. The list is partial (hit frequency here may not be typical).

SMILES	697 NFkB inh	SENP8 block	Apaf-1 inh	Jurkat NFkB inh	UBC13 polyUb	Gli-Sufu antag	CCR6 antag	EBI2 block
Cc1cccnc1NC(=O)C1CCN(S(=O)(=O)c2cccs2)CC1	12	-6	5	-4	6	3	-15	-14
CCOC(=O)/C(=N\Nc1ccccc1[N+](=O)[O-])c1csc(N)n1	14	2	-1	-1	-65	-2	17	12
O=C(OCc1ccc(C(=O)c2ccccc2)cc1)c1cccc(-c2nnc(-c3ccccc3)o2)c1	-68	-1	11	-42	-16	-105	6	8
CN(CC(=O)Nc1ccc(F)cc1)CC(=O)Nc1ccc(Cl)c(S(=O)(=O)N2CCOCC2)c1	-8	7	-11	5	14	-1	-3	-9
COc1ccc(N2CCN(C(=O)CN(Cc3ccccc3)S(C)(=O)=O)CC2)cc1	0	-7	3	-7	-2	-2	0	-9
COc1cccc(CN2CCC(n3nccc3NC(=O)CCOc3ccccc3)CC2)c1	-10	0	1	14	9	17	11	3
Cc1cc(C(=O)COC(=O)c2n[nH]c(=O)c3ccccc23)c(C)n1C(C)C	-55	5	8	2	10	-31	-4	6
COc1ccccc1N1CCN(C2=CC(=O)CCC2)CC1	16	-2	-23	6	-1	-24	11	-4
O=C(C1=C[C@@H](C2CC2)C[C@@H](OCCCCO)O1)N1CCOCC1	22	-6	-4	4	-1	-6	5	5
CC(C)(C)N1CC2(c3ccccc3)CN(C(C)(C)C)CC(c3ccccc3)(C1)C2=O	5	4	-4	3	-4	2	-8	-5
CN(CCCNC(=O)c1cccn2c(=O)c3ccccc3nc12)Cc1ccccc1	15	-3	-5	-8	8	-13	21	-6
Cc1ccc(SCCN2CCC(C)CCC2=O)cc1 (centres undefined)	-73	1	1	-67	7	-51	15	14
COc1cccc(C(=O)c2c[nH]c(C(=O)NCc3cccnc3)c2)c1	3	7	-7	-1	17	-2	-3	-6
COC(=O)c1ccc2c(=O)[nH]c(COC(=O)c3c(-c4ccccc4)noc3C)nc2c1	2	-8	31	-7	2	0	8	0
CN(C)CCCNC(=O)/C(=C\c1ccc(-c2ccc(Br)cc2)o1)NC(=O)c1ccccc1	-6	-13	8	7	22	10	36	-9
O=C(CSc1ccc2nnc(-c3cccnc3)n2n1)NCc1ccc2c(c1)OCO2	-6	4	0	3	2	11	2	1
CC(C)c1ccccc1OCC(=O)NCC(c1cccs1)N1CCOCC1 (centres undefined)	2	4	3	25	7	11	15	13
COc1ccc(CN(C)CC(=O)Nc2ccccc2C(=O)NC2CC2)cc1F	9	0	2	-32	8	-16	3	-8
CCC(C)(C(=O)NC1CCCCC1)N(CC1CCCO1)C(=O)c1ccccn1 (centres undefined)	-2	3	-9	11	3	1	-4	-6
CCOC(=O)CCNCc1ccc(OC)c(OC)c1	13	5	-18	-12	9	-2	10	1
O=C1CN(c2ccccc2)C(=S)N1C(=O)c1ccccc1	-152	-2	5	-118	-14	-88	9	4
O=C(Nc1ccc(F)cc1)C1CCCN(S(=O)(=O)c2cccc3cccnc23)C1 (centres undefined)	-17	10	4	-22	0	-14	-1	-5
COc1ccc(C)cc1NC(=O)CSc1nnnn1Cc1ccccc1	9	-3	-2	9	14	13	15	8
O=C(CSC1=NS(=O)(=O)c2cc(F)ccc2N1)NCc1ccccc1Cl	2	-4	6	2	-1	-3	-5	8
CC(C)c1ccccc1NC(=S)NC1CCCCC1	-2	5	11	2	18	5	12	-16

Sorted by value in 697 NFkB inh (high to low): 4 of the compounds above
SMILES | 697 NFkB inh | Jurkat NFkB inh | UBC13 polyUb | CCR6 antag | EBI2 block
CN(CCCNC(=O)c1cccn2c(=O)c3ccccc3nc12)Cc1ccccc1 | 15 | -8 | 8 | 21 | -6
Cc1cccnc1NC(=O)C1CCN(S(=O)(=O)c2cccs2)CC1 | 12 | -4 | 6 | -15 | -14
COc1ccc(C)cc1NC(=O)CSc1nnnn1Cc1ccccc1 | 9 | 9 | 14 | 15 | 8
CC(C)c1ccccc1OCC(=O)NCC(c1cccs1)N1CCOCC1 (centres undefined) | 2 | 25 | 7 | 15 | 13

Further structures
SMILES	697 NFkB inh	SENP8 block	Apaf-1 inh	Jurkat NFkB inh	UBC13 polyUb	Gli-Sufu antag	CCR6 antag	EBI2 block
COc1ccccc1/C=C/C(=O)OCC(=O)NC(=O)NC1CCCC1	4	-20	24	-2	-3	6	18	13
CN(CC(=O)Nc1ccc(F)cc1)C(=O)COC(=O)CCN1C(=O)C2CC=CCC2C1=O (centres undefined)	-16	-5	0	-1	6	-9	2	1
CCN(CC)C(=O)COc1ccc(/C=C(\C#N)S(=O)(=O)c2ccccc2)cc1OC	11	-4	-9	10	-2	-4	13	-16
O=C1S/C(=C\C=C\c2ccco2)C(=O)N1c1ccc(O)cc1	-3	-5	25	7	16	-13	26	2
NCCNC[C@@H]1COC2(CCCCCCCCCCC2)O1	8	-7	1	-1	19	6	15	-4
O=C1CC(N2CCC(c3nc4ccccc4s3)CC2)C(=O)N1Cc1ccccc1 (centres undefined)	18	-1	3	-4	0	1	5	0
CCOCCCNC(=S)NCCCNc1nc2ccc(C)cc2cc1C#N	-6	-1	-8	7	12	·	·	·
CCNC(=O)c1c(N)sc2c1CCCCC2	-8	7	9	2	-5	·	·	·
O=C(CN1CCCCC1)Nc1ccc(F)c(Cl)c1	15	-4	-1	-8	8	2	15	1
COC(=O)[C@@]1(Cc2ccc(F)cc2)[C@H]2c3cc(C(=O)N(C)C)n(Cc4ccccn4)c3C[C@H]2CN1C(=O)c1ccccc1	3	-11	7	7	0	5	4	·
CC(C)(C)c1nc(SCC(=O)N2CCCC2)c2ccccc2n1	11	2	-5	13	3	12	-8	0
CCc1cccc(CC)c1NC(=O)C1SC(=Nc2ccccc2C)C(c2nc3ccccc3s2)=C1N (centres undefined)	-40	-3	25	-24	-15	6	23	16
S=c1[nH]nc(COc2ccc(Cl)cc2)n1Cc1ccccc1	-18	-16	7	-2	-5	-7	-2	11
CC(=O)N1CC(C)Sc2ccc(S(=O)(=O)NC(C)c3ccccc3)cc21 (centres undefined)	-61	-1	-7	-2	-8	40	-4	-4
COc1ccc(/C=N/Nc2nc(-c3ccc(Cl)cc3)cc(C(F)(F)F)n2)cc1OC	12	-6	-2	0	-10	-5	5	16
O=C(O)C1CCCN(S(=O)(=O)c2ccccc2[N+](=O)[O-])C1 (centres undefined)	19	2	-12	11	-5	2	5	1
COc1ccc(N2CCN(C(=O)COC(=O)CNC(=O)c3ccccc3)CC2)cc1	-25	6	6	8	?	-2	-3	-1
Cc1nc(SCC(=O)N2CCc3ccccc32)n[nH]1	-7	1	3	-3	2	-11	0	9
O=C(NNC(=S)Nc1cccc(C(F)(F)F)c1)c1cccc(Cl)c1	-10	-12	2	3	-18	1	33	11
CCC(CC)c1nnc(NC(=O)c2ccc([N+](=O)[O-])cc2)s1	-57	-16	13	4	-18	-12	7	-7
O=S(=O)(c1ccccc1)c1ncc(C(F)(F)F)cc1O	21	3	4	-3	-5	23	-4	-4
CN(CC(=O)Nc1ccc2c(c1)OCCO2)S(=O)(=O)c1ccc(Br)s1	19	-1	3	7	10	0	-7	-3
O=C(NCCc1ccccc1)c1cnc2ccccn2c1=O	-116	-6	-30	-91	5	-77	-6	6
COC(=O)c1ccc(NC(=O)CSc2nnc(C)n2-c2ccccc2)cc1	15	2	-16	2	6	-3	-5	8
CC(=O)c1cccc(NC(=O)Nc2cccnc2)c1	17	-4	8	18	-2	2	-5	-4
(cont.)
SMILES	697 NFkB inh	SENP8 block	Apaf-1 inh	Jurkat NFkB inh	UBC13 polyUb	Gli-Sufu antag	CCR6 antag	EBI2 block
c1ccc2[nH]c(CN3CCOCC3)nc2c1	4	1	-6	-10	1	11	-2	-7
C#CCNC(=O)C1=C[C@@H](C2CCCCC2)C[C@@H](OCc2ccc(CO)cc2)O1	-20	-9	17	3	-5	0	12	1
COc1ccc(NC(=O)c2cc3c([nH]c4ccccc43)c(C)n2)cc1	-31	2	33	-43	-10	-2	4	5
COc1cc(N2CCCC2)c(OC)cc1C=O	20	-3	0	8	-14	-2	-12	-8
O=C(c1ccc(OC2CCN(Cc3cccc(F)c3)CC2)cc1)N1CCCCC1	6	4	5	-9	2	18	17	-2
CCCc1cc(-c2n[nH]c(C(=O)OCC)c2-c2cscn2)c(O)cc1O	7	3	6	12	6	6	2	2
O=C(c1ccccc1)N1CCN(S(=O)(=O)c2ccc(Cl)c(C(F)(F)F)c2)CC1	-19	6	9	-7	7	-3	1	-3
Cc1cccc2cc(COC(=O)C3CCCO3)c(=O)[nH]c12 (centres undefined)	9	-12	12	3	-9	7	10	-6
Cc1ccc(Nc2nc(C)nc3c2oc2ccccc23)cc1	-20	-3	8	4	7	1	11	-21
O=C(CSc1ncnc2c1oc1ccccc12)N1CCN(c2ccccc2)CC1	-2	3	30	-15	-8	9	8	9
Cc1ccc(CNC(=S)N2CCOCC2)cc1	7	-3	-9	1	1	4	-3	-10
Cc1ccc(C(=O)n2nc(-c3ccco3)nc2N)cc1	5	-10	5	-13	0	-1	4	-10
Cc1cc(NC(=O)CCCC(=O)N(c2ccccc2)C(C(=O)NC2CCCCC2)c2cccs2)no1 (centres undefined)	-1	-6	11	8	6	0	-4	6
CN(C)S(=O)(=O)c1cc(NC(=O)COC(=O)CC2CC3CCC2C3)ccc1Cl (centres undefined)	10	5	5	39	7	-1	7	4
Cc1nc(CNC(=O)CC2C(=O)NCCN2Cc2ccc(F)cc2)cs1 (centres undefined)	21	0	-10	0	4	-3	-6	-8
CC(=O)NNc1ccc(C(F)(F)F)cc1[N+](=O)[O-]	-8	0	-7	12	-2	-1	2	-5
Cc1ccc(NC(=O)N2CCC(c3ccccc3)C2)cc1C (centres undefined)	-143	-9	-7	-120	0	-44	8	73*
O=C(NCc1ccc2c(c1)OCO2)C(c1ccco1)N(C(=O)c1csnn1)c1ccccc1 (centres undefined)	10	8	-8	3	5	0	-7	-3
O=C(c1cc2c(s1)CCCC2)N1CCN(S(=O)(=O)c2ccccc2)CC1	14	0	18	12	-2	-9	14	11
COc1ccc(S(=O)(=O)N2CCc3ccccc32)cc1C(=O)NCC(c1ccco1)N1CCCC1 (centres undefined)	4	-2	-4	1	15	-3	16	-4
Cc1ccccc1C(=O)NC(=S)NC1CC1	-16	-1	-4	-15	2	·	9	-10
Cn1c2c(c(=O)n(C)c1=O)C(C(F)(F)F)(C(F)(F)F)N=C(CCC1CCCCC1)N2	-35	-4	4	9	4	22	-1	5
COc1ccc(OCC#CCN2CC(C)OC(C)C2)cc1 (centres undefined)	0	-7	-9	13	3	-23	6	2
c1cncc(-c2ccc3ncnc(NCc4ccc5c(c4)OCO5)c3c2)c1	-6	-7	6	11	4	-2	-8	-2
O=C(Cc1ccc(F)cc1)Nc1cccc(S(=O)(=O)N2CCCC2)c1	-4	-4	8	2	1	-9	8	5

Full records, looked up by structure:
Cn1c2c(c(=O)n(C)c1=O)C(C(F)(F)F)(C(F)(F)F)N=C(CCC1CCCCC1)N2 across the screens: 697 NFkB inh = -35; SENP8 block = -4; Apaf-1 inh = 4; Jurkat NFkB inh = 9; UBC13 polyUb = 4; Gli-Sufu antag = 22; CCR6 antag = -1; EBI2 block = 5
O=C(c1ccc(OC2CCN(Cc3cccc(F)c3)CC2)cc1)N1CCCCC1 across the screens: 697 NFkB inh = 6; SENP8 block = 4; Apaf-1 inh = 5; Jurkat NFkB inh = -9; UBC13 polyUb = 2; Gli-Sufu antag = 18; CCR6 antag = 17; EBI2 block = -2

Next structures.
SMILES	697 NFkB inh	SENP8 block	Apaf-1 inh	Jurkat NFkB inh	UBC13 polyUb	Gli-Sufu antag	CCR6 antag	EBI2 block
CCN(CC)c1ccc(NC(=O)c2cccnc2)c(C)c1	6	7	3	-2	-3	-4	7	-9
CCn1c(SCC(=O)NC(=O)NCc2ccco2)nnc1-c1cccs1	4	-7	12	1	-15	0	-1	-14
O=C(CSc1ccc(-c2ccc(F)cc2)nn1)N1CCCCC1	-14	29	10	-36	-17	-62	-27	-4
CCOc1ccc(CCNC(=O)c2ccc(CNS(=O)(=O)c3ccccc3)cc2)cc1OCC	-41	8	11	-3	-3	8	6	0
CCCCN(C(=S)Nc1cccc(SC)c1)C1CCN(C(C)=O)CC1	-22	6	-11	-9	-6	-4	0	-4
O=C(CN1C(=O)C2CC=C(Cl)CC2C1=O)N1CCOCC1 (centres undefined)	-6	-12	2	-16	-3	-28	3	-7
O=C(c1c(F)cccc1F)N1CCN(c2ccccc2F)CC1	-2	-7	3	9	8	-5	4	-11
